NPC1 promoter act: activates the NPC1 promoter; 320,000 tested, 2.4% active; AID 485313; Potency, µM (series often up to 9.22 µM), for inactives: at the highest dose activation, actives largely listed as activators; Huh7 NPC1 promoter luciferase reporter, 24 h;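 further: potency means the concentration at half of the fitted maximal effect; % of control where 0% means no effect; nearly all actives have a fitted effect of over 60% in size; reporter is driven by a mutant NPC1 promoter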
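In 1536-well qHTS, Huh7 cells harboring an NPC1 promoter–luciferase construct received compound for 24 h; activation was quantified by luminescence following luciferase reagent addition.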
Tb PFK block: inhibitors of T. brucei phosphofructokinase; O15648; T. brucei PFK, ADP-Glo luminescence; Potency, µM (top dose mostly 57.5 µM), for inactives: at the top dose activity, negative = inhibition, most hits filed as inhibitors; 330,000 tested, 0.17% active;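 further: potency means the concentration at half of the fitted maximal effect; 0% = uninhibited 1x PFK enzyme wells and -100% = no-enzyme wells; nearly all actives have a fitted effect of over 60% in size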
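In TEA buffer at pH 8.0 with 5 mM MgCl2, enzyme (1.25 nM) converted F6P (0.5 mM) and ATP (0.1 mM) for 45 min at room temperature. ADP product was read by luciferase luminescence.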
Rab9 promoter act: Rab9 promoter activation. Huh7 Rab9 promoter-luciferase reporter, luminescence, 24 h. Potency, µM (highest dose often 9.22 µM), inactives show at the top dose activation, negative = inhibition, usual class: activators. 320,000 tested, 2.8% active; further: potency means the concentration at half of the fitted maximal effect; % of control where 0% means no effect; nearly all actives have a fitted effect of over 60% in size
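Stable Rab9-luc Huh7, 1500 cells/well, 2 h settle; cmpd in DMSO, 24 h, 37 °C/5% CO2; luciferase reagent 10 min RT; luminescence.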
ELG1 genotoxic: inducers of genotoxicity in HEK293T ELG1-luciferase cells; Potency, µM (series often up to 46 µM), for the others: top-dose activity change, positive = activation, hits mostly activators; 330,000 tested, 1.3% active; HEK293T ELG1-luciferase reporter, luminescence, 16 h; AID 504466; further: potency means the concentration at half of the fitted maximal effect; % of control where 0% means no effect; nearly all actives have a fitted effect of over 60% in size
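Genotoxicity was scored as increased ELG1-luciferase reporter signal, measured by ONE-Glo luminescence (30 min, room temperature). Compound or vehicle exposure of the HEK293T reporter cells lasted 16 hr at 37°C.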
Giardia kill: kills Giardia lamblia. Giardia lamblia trophozoite viability. activity change, % at 7.66 µM, hits read low. 340,000 tested, 0.15% active. AID 540267; in the data active means activity change below about -80%; inconclusive means between about -30% and that limit;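 further: parasites exposed to compound for two days anaerobically before the ATP read; on the % scale 0 is the no-effect control and ±100 the full control effect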
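Giardia lamblia trophozoites (100 cells/well) were incubated with compounds for 48 h at 37 deg C under anaerobic conditions. Viability was read as ATP content by one-step luminescence after 15-30 min at room temperature.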
FBPA coupling cs: inhibits coupling enzyme system, counter-screen for aldolase hits; coupling enzyme system counterscreen, AmpLite Red fluorescence; 290,000 tested, 0.67% active; activity change, negative = inhibition, % at 58.2 µM, hits read low; AID 2472; in the data active means activity change below about -30%; further: on the % scale 0 is the no-effect control and ±100 the full control effect
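Coupling enzymes only (glyceraldehyde-3-phosphate) + compound, at 57.5 uM final, 10 min RT; add substrate/coupling/AmpLite Red mix, 20 min RT; fluorescence ex 525/em 598 nm. Actives flag coupling-system interference.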
FLuc modulator: firefly luciferase modulation, counter-screen for miR-21 project; purified FLuc, Km substrates, luminescence inhibition; Potency, µM (top dose mostly 57.5 µM), inactives show at the highest dose activity change, negative = inhibition, actives largely listed as inhibitors; AID 588342; 360,000 tested, 6.9% active;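 further: potency means the concentration at half of the fitted maximal effect; plate controls were vehicle for no effect and reference inhibitor for full effect; nearly all actives have a fitted effect of over 55% in size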
Target sequence (P08659 whole entry, looked up): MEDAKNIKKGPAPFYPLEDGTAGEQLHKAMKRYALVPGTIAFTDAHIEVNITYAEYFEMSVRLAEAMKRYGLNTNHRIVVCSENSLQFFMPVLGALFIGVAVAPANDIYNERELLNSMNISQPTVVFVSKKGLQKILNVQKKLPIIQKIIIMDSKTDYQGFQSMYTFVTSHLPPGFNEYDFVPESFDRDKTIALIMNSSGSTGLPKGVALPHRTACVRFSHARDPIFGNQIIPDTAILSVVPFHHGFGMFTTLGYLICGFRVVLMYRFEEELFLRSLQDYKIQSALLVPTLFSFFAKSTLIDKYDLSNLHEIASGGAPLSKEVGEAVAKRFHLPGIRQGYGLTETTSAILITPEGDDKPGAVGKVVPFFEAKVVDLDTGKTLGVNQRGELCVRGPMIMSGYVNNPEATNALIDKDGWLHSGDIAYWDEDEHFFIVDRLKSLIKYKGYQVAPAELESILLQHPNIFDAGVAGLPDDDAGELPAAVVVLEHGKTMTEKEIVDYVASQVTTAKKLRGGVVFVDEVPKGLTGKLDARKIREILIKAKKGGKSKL
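Biochemical qHTS of compounds, final roughly 60 µM downward over six points, against 10 nM purified firefly luciferase using Km concentrations of substrates (10 uM D-luciferin, 10 uM ATP) in Tris acetate pH 7.5 buffer; luminescence output.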
RORg inh: ROR gamma (mouse) transcription inhibition. AID 2551. Potency, µM (highest dose often 53.6 µM), without a hit: top-dose activity change, negative = inhibition, usual class: inhibitors. 310,000 tested, 5.4% active. Drosophila S2 Gal4-RORgamma UAS-luciferase reporter, 20 h; further: potency means the concentration at half of the fitted maximal effect; on the % scale 0 is the no-effect control and ±100 the full control effect; nearly all actives have a fitted effect of over 60% in size
Target sequence (P51450 whole entry, looked up, the tested form may be a part): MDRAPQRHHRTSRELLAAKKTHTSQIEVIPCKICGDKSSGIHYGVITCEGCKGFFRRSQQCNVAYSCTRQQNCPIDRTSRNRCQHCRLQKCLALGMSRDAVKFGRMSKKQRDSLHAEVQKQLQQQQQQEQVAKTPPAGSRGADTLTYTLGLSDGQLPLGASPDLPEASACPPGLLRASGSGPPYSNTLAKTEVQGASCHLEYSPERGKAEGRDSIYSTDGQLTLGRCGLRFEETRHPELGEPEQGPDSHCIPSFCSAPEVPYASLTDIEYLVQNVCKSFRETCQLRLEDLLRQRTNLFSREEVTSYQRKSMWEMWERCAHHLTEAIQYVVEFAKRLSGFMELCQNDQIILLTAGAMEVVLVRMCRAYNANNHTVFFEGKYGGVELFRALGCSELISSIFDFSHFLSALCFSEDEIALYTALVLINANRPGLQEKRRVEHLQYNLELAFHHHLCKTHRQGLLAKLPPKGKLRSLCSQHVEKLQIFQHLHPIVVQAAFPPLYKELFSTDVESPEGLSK
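Drosophila Schneider cells stably carrying a metallothionein-driven Gal4 DBD–ROR gamma fusion and a UAS-Photinus luciferase reporter were exposed to compound for 1 hr, then induced with copper sulfate (700 uM final) for 20 hr at ambient temperature before luminescence reading.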
VP16 counter: inhibits Gal4-VP16 luciferase reporter, ROR gamma counter-screen. 310,000 tested, 3.5% active. Drosophila S2 Gal4-VP16 UAS-luciferase, luminescence, 20 h. AID 2546. Potency, µM (highest dose often 53.6 µM), without a hit: at the highest dose activity, negative = inhibition, most hits filed as inhibitors;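 further: Gal4-VP16 expression switched on by copper sulfate through the metallothionein promoter; potency means the concentration at half of the fitted maximal effect; on the % scale 0 is the no-effect control and ±100 the full control effect; nearly all actives have a fitted effect of over 50% in size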
KCNH2 3.1 inh: inhibitors of human KCNH2 3.1 potassium channel isoform; U2OS KCNH2 3.1, thallium flux FluxOr; stronger effect = lower value; activity change, % (tested at about 1.8 µM); 340,000 tested, 0.95% active;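 active means maximum activity change below -70%; inconclusive means maximum activity change from -70% to -50%; inactive means maximum activity change above -50%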;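 further: thallium influx rate constant from kinetic fluorescence after stimulation buffer; on the % scale 0 is the no-effect control and ±100 the full control effect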
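Measured as rate of thallium-driven FluxOr signal in transduced U2OS cells carrying the 3.1 channel, read kinetically for 2 min upon stimulation; values are rate constants scaled to DMSO control wells.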
uPA generation: inhibitors of cell surface uPA generation; 330,000 tested, 0.31% active; Potency, µM (doses to about 38.3 µM), without a hit: top-dose activity change, negative = inhibition, actives largely listed as inhibitors; cell surface uPA generation assay, qHTS; active means well fitted inhibition curve with a large enough effect; inconclusive means small, poorly fitted or top-dose-only effect; inactive means no such curve, though single readings can be large or run the other way; tested in mouse RAW 264.7 cells; further: potency means the concentration at half of the fitted maximal effect; on the % scale 0 is the no-effect control and ±100 the full control effect; nearly all actives have a fitted effect of over 55% in size
* hit, by the source's call; ? = inconclusive; nt = not tested or not shown; [ ] = dose if it differs, or a comment. Unless noted, the call rests on the fitted dose curve; in most records, active means well fitted curve in the direction sought with a large enough effect; inconclusive means small, poorly fitted or top-dose-only effect, or another doubt; inactive means no such curve, though single readings can be large; an effect the other way counts as inactive or inconclusive.

The opening 5 compounds (preview)
SMILES | NPC1 promoter act | Tb PFK block | Rab9 promoter act | ELG1 genotoxic | Giardia kill | FBPA coupling cs | FLuc modulator | RORg inh | VP16 counter | KCNH2 3.1 inh | uPA generation
CCOc1ccc(NC(=O)NC2(C(=O)NCc3ccco3)CCCCC2)cc1 | -3% | 4% | 1% | 4% | 9 | -4 | -2% | 1% | -8% | 23 | -5%
O=C(Nc1ccc(-c2csc(Nc3cccc(C(F)(F)F)c3)n2)cc1)c1cc([N+](=O)[O-])cc(C(F)(F)F)c1 | -11% | -2% | -2% | -13% | 15 | 0 | 0% | 3% | 1% | -8 | 11%
COC(=O)C1=C(C)NC(=O)CC1c1cc(Br)ccc1F (centres undefined) | -2% | -5% | -12% | -2% | -5 | -5 | 3% | 2% | 29% | -15 | -3%
CC(C)CN(C(=O)CN(C)C(=O)Cc1ccccc1Cl)c1c(N)n(CC(C)C)c(=O)[nH]c1=O | 0% | 2% | -4% | 6% | -23 | nt | -1% | 1% | 1% | -12 | -1%
COc1ccccc1CNC(=O)CCNS(=O)(=O)c1ccc2c(c1)CC(C)N2C(C)=O (centres undefined) | 1% | 0% | 0% | 0% | -19 | 0 | -1% | 14% | -2% | 4 | 14%

The whole of this part, repeating the preview:
SMILES | NPC1 promoter act | Tb PFK block | Rab9 promoter act | ELG1 genotoxic | Giardia kill | FBPA coupling cs | FLuc modulator | RORg inh | VP16 counter | KCNH2 3.1 inh | uPA generation
CCOc1ccc(NC(=O)NC2(C(=O)NCc3ccco3)CCCCC2)cc1 | -3% | 4% | 1% | 4% | 9 | -4 | -2% | 1% | -8% | 23 | -5%
O=C(Nc1ccc(-c2csc(Nc3cccc(C(F)(F)F)c3)n2)cc1)c1cc([N+](=O)[O-])cc(C(F)(F)F)c1 | -11% | -2% | -2% | -13% | 15 | 0 | 0% | 3% | 1% | -8 | 11%
COC(=O)C1=C(C)NC(=O)CC1c1cc(Br)ccc1F (centres undefined) | -2% | -5% | -12% | -2% | -5 | -5 | 3% | 2% | 29% | -15 | -3%
CC(C)CN(C(=O)CN(C)C(=O)Cc1ccccc1Cl)c1c(N)n(CC(C)C)c(=O)[nH]c1=O | 0% | 2% | -4% | 6% | -23 | nt | -1% | 1% | 1% | -12 | -1%
COc1ccccc1CNC(=O)CCNS(=O)(=O)c1ccc2c(c1)CC(C)N2C(C)=O (centres undefined) | 1% | 0% | 0% | 0% | -19 | 0 | -1% | 14% | -2% | 4 | 14%
COc1ccc2nc(C)cc(C(=O)O)c2c1 | 3% | 3% | -6% | 2% | -2 | -1 | -2% | -9% | 6% | 1 | 3%
COc1ccc(OC)c(-n2c(N)c(C(=O)NCC3CCCO3)c3nc4ccccc4nc32)c1 (centres undefined) | -1% | -1% | -2% | -16% | -12 | -6 | 3% | 1% | -10% | 14 | 1%
COc1n[nH]c2nncnc12 | -2% | 2% | 6% | -2% | 10 | nt | -7% | 3% | 6% | 2 | 1%
Cc1ccc(C(=O)NCCc2ccccc2)cc1S(=O)(=O)N1CCOCC1 | 23% | -1% | ? | 6% | -19 | nt | ? | nt | nt | -3 | 1%
Cc1cc(C)cc(-c2nnc(SCc3ccc(C(=O)O)cc3)o2)c1 | -2% | 1% | -1% | -3% | -19 | -3 | 0% | 22% | -3% | -3 | -4%
O=C(Nc1nc2ccccc2[nH]1)Nc1ccccc1F | ? | -8% | ? | 1.2µM* | -6 | 7 | 1.1µM* | ? | ? | 1 | -2%
NS(=O)(=O)c1ccc(CCNC(=O)CN2CCN(Cc3cccc(C(F)(F)F)c3)CC2)cc1 | -10% | -6% | -7% | -14% | -2 | 0 | 1% | ? | -21% | -2 | 3%
CCOC(=O)C1CCCN(C(=O)c2ccc3c(=O)n(Cc4ccccc4OC)c(=S)[nH]c3c2)C1 (centres undefined) | -1% | -13% | -2% | -15% | 12 | nt | 2% | ? | ? | -3 | -27%
CC(CN1CCCCC1)OC(=O)COc1ccc(Cl)cc1 (centres undefined) | 0% | 2% | -3% | 0% | 8 | 2 | -5% | 0% | 12% | 4 | 3%
COc1ccc(/C=N/NC(=O)c2ccc3c(c2)OCO3)c(C(=O)O)c1OC | -2% | -3% | 0% | 3% | -11 | 5 | -8% | -16% | 5% | 1 | -21%
Cc1cc(NC(=O)CCN2C(=O)C3C4CCC(C4)C3C2=O)cc(C)c1Br (centres undefined) | -2% | 1% | 1% | -3% | -9 | -5 | -16% | 1% | -5% | -11 | -4%
Brc1cccc(-c2nnc3sc(CNCc4ccco4)cn23)c1 | -1% | -1% | -1% | -6% | 40[activator] | 5 | -1% | 13% | 13% | -19 | -17%
CC(C)CNC(=O)C(=O)NCC1OCCCN1S(=O)(=O)c1ccc2c(c1)OCCO2 (centres undefined) | -1% | -3% | 19% | 4% | -17 | nt | 6% | -22% | -17% | nt | 1%
Cc1ccc(CC(=O)Nc2ccc(F)c([N+](=O)[O-])c2)cc1C | 9% | -21% | -4% | -2% | -21 | -3 | -8% | 28% | -12% | -14 | 7%
O=S(=O)(c1ccccc1Cl)N1CCCC(c2nc(-c3cccnc3)no2)C1 (centres undefined) | -1% | -1% | 0% | -12% | 3 | -1 | 2% | -2% | 3% | -10 | -2%
CCOc1ccccc1NC(=S)N1CCN(c2ccc(O)cc2)CC1 | 12% | -8% | 8% | 0% | -10 | -1 | 1% | -15% | 17% | 8 | ?
COc1ccc(S(=O)(=O)Nc2cccc(S(=O)(=O)N3CCCCCC3)c2)cc1 | -3% | -1% | -5% | -2% | 16 | 0 | 2% | 26% | -11% | 4 | 5%
Cc1cccc(C)c1NC(=O)N1CCN(C2CCCCC2)CC1 | -7% | -2% | -9% | -1% | -1 | -1 | 3% | -4% | -4% | -6 | -4%
C/C(N)=C(/C#N)C(=O)CSc1nc2cc(Cl)ccc2s1 | 17% | -25% | 28% | -2% | 7 | -1 | ? | ? | ? | 15 | -10%
CC(=O)Nc1oc(-c2cccc3ccccc23)nc1C#N | -1% | 18% | -5% | 5% | -13 | nt | ? | nt | nt | nt | -3%
Cc1nc2ccc(-c3ccccc3)cc2o1 | 14% | -4% | 15% | 8% | 5 | -2 | 17µM* | 18% | -3% | 22 | 4%
Nc1c(/C=C2/C=CC(=O)C(O)=C2)c(=O)nc2sc(CC(=O)N3CCCCC3)nn12 | 1% | 19µM* | 0% | 3% | 21 | -9 | -12% | -2% | 8% | 4 | ?
O=C(c1ccc(Cl)c([N+](=O)[O-])c1)N1CCCc2ccccc21 | -2% | -2% | 2% | 16% | 19 | 5 | 19µM* | 22% | 5% | 24 | -24%
COCCNC(=O)C(c1ccc(C)o1)N(Cc1cccs1)C(=O)c1snc(C(N)=O)c1N (centres undefined) | 1% | ? | 0% | -18% | 32[activator] | -3 | 4% | 14% | 5% | 2 | 12%
Cn1c(-c2ccccc2)cnc1SCC(N)=O | -19% | -5% | 0% | 0% | 6 | 4 | 0% | -8% | 17% | 5 | 3%
Cc1cc(C)c(S(=O)(=O)NC2CC(C)(C)NC(C)(C)C2)cc1C | -4% | -2% | 3% | -1% | 16 | 4 | 1% | ? | 3% | -1 | -4%
Cc1cc(SCC(=O)c2ccccc2)nc(SCC(=O)c2ccccc2)n1 | -3% | 3% | 3% | -11% | 4 | 2 | 5% | ? | -16% | -10 | 4%
Cc1ccc(NC(=O)c2ccc3c(c2)OCCO3)cc1C | 0.63µM* | 0% | 0.32µM* | ? | -18 | -4 | 0.27µM* | 5µM* | ? | 17 | -3%
CCn1c2ccccc2c2nnc(SCC(=O)Nc3ccc4c(c3)OCO4)nc21 | 1% | -9% | 1% | 4% | -5 | 1 | ? | 9% | 15% | 13 | 6%
CCOc1ccc(-c2nnc(N)s2)cc1 | ? | -8% | ? | 11µM* | -21 | 0 | 13µM* | -7%[0.365 µM] | nt | -1 | ?
COc1ccc(NC(=O)COC(=O)Cc2c[nH]c3ccccc23)cc1Cl | nt | 2% | nt | 3% | -12 | nt | nt | nt | nt | -3 | 3%
CN1CCN(S(=O)(=O)c2ccc3c(c2)oc(=O)n3C)CC1 | 11% | 1% | 3% | -2% | 5 | nt | -1% | 2% | -8% | 6 | 6%
CNC(=O)C(=O)NCCN1CCN(S(=O)(=O)c2ccc3ccccc3c2)CC1 | -3% | 3% | 1% | 0% | 1 | 0 | 0% | 17% | 2% | 10 | -2%
